AmpC no deterg: qHTS Inhibitors of AmpC Beta-Lactamase (assay without detergent); AmpC nitrocefin hydrolysis, absorbance 480 nm, 0.0001% Triton; Potency, µM (top dose mostly 57.1 µM), for inactives: at the top dose activity change, negative = inhibition, actives largely listed as inhibitors; actives 0.52% (n = 330,000); P00811;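 also: potency is read from the fitted curve at half-maximal effect; plate controls were no compound for no effect and no enzyme for full effect; nearly all actives have a fitted effect of over 20% in size; some results filed as inactive show a strong effect at the top dose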
Target sequence (P00811 whole entry, looked up): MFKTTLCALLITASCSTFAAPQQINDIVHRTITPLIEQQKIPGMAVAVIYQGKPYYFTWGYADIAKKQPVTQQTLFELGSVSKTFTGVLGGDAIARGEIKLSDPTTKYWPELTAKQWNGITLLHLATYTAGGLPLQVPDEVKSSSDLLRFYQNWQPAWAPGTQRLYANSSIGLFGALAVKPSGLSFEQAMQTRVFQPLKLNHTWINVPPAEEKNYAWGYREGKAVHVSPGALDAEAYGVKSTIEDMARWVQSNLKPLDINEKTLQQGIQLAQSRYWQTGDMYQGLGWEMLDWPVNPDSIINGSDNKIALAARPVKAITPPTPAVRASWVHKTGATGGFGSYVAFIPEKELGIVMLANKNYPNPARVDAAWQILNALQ
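AmpC (5.3 nM in the dispensed reagent) in 20 mM phosphate pH 7.0 with 0.01% (detergent screen) or 0.0001% Triton X-100 was preincubated with compounds for 15 min at room temperature. Nitrocefin was then added from an 800 uM solution, and hydrolysis was followed at 480 nm.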
Sm TGR block: qHTS Assay for the Inhibitors of Schistosoma Mansoni Peroxiredoxins. Potency, µM (top dose mostly 114 µM), inactives show at the highest dose activity change, negative = inhibition, hits mostly inhibitors. actives 3% (n = 360,000). purified TGR, DTNB reduction, TNB absorbance 405 nm. AID 485364, 2010. Schistosoma mansoni thioredoxin glutathione reductase (TGR), Q962Y6; also: potency is read from the fitted curve at half-maximal effect; nearly all actives have a fitted effect of over 60% in size
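First, TGR (20 nM dispensed) and NADPH were mixed with compound. Second, a 15 min room-temperature incubation followed. Third, further NADPH and then DTNB were added to start the reaction. Finally, TNB absorbance was monitored kinetically.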
HCMV inh: qHTS Assay for inhibitors of the human cytomegalovirus (HCMV). AID 1259415, 2018. HFF cells, HCMV-luciferase reporter, 72 h; stronger effect = lower value. activity change, negative = inhibition, % at 57.5 µM. actives 4.5% (n = 410,000); in the data active = activity change below about -60%; inconclusive = no clear call, values can overlap the other calls; inactive = above about -39%
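Inhibition of viral replication was scored as loss of reporter luminescence in HFFs infected with HCMV-luciferase (MOI 1 PFU/cell) for 72 h; compounds tested at 2 doses, normalized to buffer and Salinomycin controls.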
AmpC inh detg: qHTS Inhibitors of AmpC Beta-Lactamase (assay with detergent); P00811; AmpC hydrolysis of nitrocefin, absorbance 480 nm, 0.01% Triton; Potency, µM (highest dose often 114 µM), inactives show at the highest dose activity change, negative = inhibition, actives largely listed as inhibitors; actives 0.041% (n = 370,000);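 also: potency is read from the fitted curve at half-maximal effect; 0% = no-compound wells and -100% = no-enzyme wells; nearly all actives have a fitted effect of over 25% in size; some results filed as inactive show a strong effect at the top dose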
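AmpC (5.3 nM in the dispensed reagent) in 20 mM phosphate pH 7.0 with 0.01% (detergent screen) or 0.0001% Triton X-100 was preincubated with compounds for 15 min at room temperature. Nitrocefin was then added from an 800 uM solution, and hydrolysis was followed at 480 nm.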
FBPA Giardia inh: qHTS Assay for Inhibitors of Fructose-1,6-bisphosphate Aldolase from Giardia Lamblia | actives 0.71% (n = 290,000) | Potency, µM (highest dose often 59.6 µM), for the others: top-dose activity, negative = inhibition, usual class: inhibitors | purified Giardia FBPA; also: potency is read from the fitted curve at half-maximal effect; nearly all actives have a fitted effect of over 55% in size
Target sequence (A8B2U2 whole entry, looked up): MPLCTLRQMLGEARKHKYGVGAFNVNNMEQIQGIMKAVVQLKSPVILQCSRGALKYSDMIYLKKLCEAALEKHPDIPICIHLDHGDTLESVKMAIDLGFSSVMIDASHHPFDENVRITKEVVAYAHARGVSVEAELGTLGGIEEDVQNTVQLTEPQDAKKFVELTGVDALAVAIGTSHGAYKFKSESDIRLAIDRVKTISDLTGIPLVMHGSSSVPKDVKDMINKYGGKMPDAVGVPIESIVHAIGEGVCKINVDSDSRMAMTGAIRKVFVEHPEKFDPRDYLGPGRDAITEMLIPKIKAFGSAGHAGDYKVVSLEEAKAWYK
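40 nM FBPA preincubated 10 min at RT with compound (up to 57.5 uM final), then substrate plus GAPDH/TPI/NAD/arsenate coupling and diaphorase/resazurin added. Fluorescence read after 20 min at RT, 525/598 nm.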
HCV inhibitor: qHTS Assay for Inhibitors of Hepatitis C Virus (HCV). Huh7.5.1 HCVcc-Cre infection, luciferase reporter, 44 h. Potency, µM (highest dose often 41.8 µM), for inactives: top-dose activity change, negative = inhibition, actives largely listed as inhibitors. actives 3.4% (n = 340,000). AID 651820, 2012; also: potency is read from the fitted curve at half-maximal effect
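Infectious HCVcc-Cre (~0.5 moi) was added to cells just after compound, with cells seeded 4 h earlier at 1,000 per well. Luciferase activity after 44 h culture reported infection; substrate was incubated 15 min at room temperature before reading.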
* marks the source's active call; other numbers are inactive results; ? = inconclusive; · = no result given; & = joins results of further samples; [ ] = remark or other dose. Unless noted, calls follow the shape of the dose curve; as a rule, active = well fitted curve in the direction sought with a large enough effect; inconclusive = small, poorly fitted or top-dose-only effect, or another doubt; inactive = no such curve, though single readings can be large; an effect the other way counts as inactive or inconclusive. Unless noted, % is scaled to controls: 0 for no effect and ±100 for the full control effect.

structure	AmpC no deterg	Sm TGR block	HCMV inh	AmpC inh detg	FBPA Giardia inh	HCV inhibitor
NNC(=O)Nc1cccc(C(F)(F)F)c1	-19%	20%	16	6%	-7%	14%
CC(C)CCNC(=O)CCC(=O)NNc1nc2ccccc2c2nc(-c3ccccc3)nn12	-9%	10%&-4%	19&13	21%&-2%	6%	-24%
CC(=O)Oc1ccc(Nc2ccccc2)cc1	-25%	?	?	-12%	-5%	5%
Cc1cc(Cl)ccc1N(CC(=O)N=Nc1c(O)[nH]c2ccccc12)S(C)(=O)=O	20%	-1%	-12	4%	-5%	-15%
Cc1c(Cl)cccc1S(=O)(=O)Nc1ccnn1C	-2%	0%	22	9%	10%	9%
COc1ccccc1OCC(=O)N/N=C1\CCCCc2ccccc21	12%	13%	?	-3%	-8%	-24%
COc1cccc(N(C(=O)c2snc(C(N)=O)c2N)C(C(=O)NCC2CCCO2)c2c[nH]c3ccccc23)c1 (configuration not stated)	115%[activator]	4%	1	3%	1%	?
O=C(NCC(=O)N(CC1CCCO1)C(C(=O)NC1CCCC1)c1cccnc1)c1ccco1 (configuration not stated)	27%	-25%	16	?	-1%	-6%
O=C(O)CCCc1nc(-c2ccccc2)no1	-8%	2%	3	-13%	11%	20%
COCCCNC(=O)CN1C(=O)c2cccnc2Sc2ccccc21	·	-13%	19	-4%	·	·
Cc1ccc(-c2nc3cccnc3s2)cc1NS(C)(=O)=O	-28%	10%	94	5%	-5%	-13%
COc1ccc(/C=C2\C(=O)NC(=S)N(C)C2=O)cc1C	-18%	7.1µM*	-15	-4%	?	4%
C#CCOCCOCCOCCNc1nc(N2CCOCC2)nc(N2CCN(C(=O)[C@H](C)n3cc(CCCN=C(N)N)nn3)CC2)n1	21%	-31%	-2	-18%	3%	?
COc1ccc(C2CC(c3ccc(Cl)cc3Cl)Nc3nc(N)nn32)cc1 (configuration not stated)	?	6%	5	6%	2%	-7%
Cc1ccc(/C=N/N(C)C2=NS(=O)(=O)c3ccccc32)o1	-27%	-9%	·	-5%	0%	·

2 successive entries out of the list so far:
structure	AmpC no deterg	Sm TGR block	HCMV inh	AmpC inh detg	FBPA Giardia inh	HCV inhibitor
COc1ccc(C2CC(c3ccc(Cl)cc3Cl)Nc3nc(N)nn32)cc1 (configuration not stated)	?	6%	5	6%	2%	-7%
Cc1ccc(/C=N/N(C)C2=NS(=O)(=O)c3ccccc32)o1	-27%	-9%	·	-5%	0%	·

(continued)
structure	AmpC no deterg	Sm TGR block	HCMV inh	AmpC inh detg	FBPA Giardia inh	HCV inhibitor
O=C(CCSc1nnc2scc(-c3ccccc3)n12)Nc1nc(-c2ccccc2)ns1	-16%	-6%	-23	-4%	7%	-4%
CC(=O)c1cc2c(cc1NC(=O)CN1CCCCCC1)OCO2	-5%	-17%	?	5%	?	?
COc1ccccc1N1C(=O)C2CC(C)=C(C)CC2C1=O (configuration not stated)	-19%	10%	29	-4%	2%	17%
CCOC(=O)Nc1nc2ccccc2s1	-16%	8%	108	0%	-2%	15%
CCCCCCCNC(=O)COc1ccc2c(c1)C(=O)CC(C)(C)O2	30%	-3%	-6	0%	1%	-2%
Cc1cccc(OCC(=O)NNC(=O)C2CCN(c3ncnc4sc(C)c(C)c34)CC2)c1	53%	1%	-39	0%	·	-13%
O=S(=O)(c1cccc2cccnc12)n1cnc2ccccc21	-7%	-3%	17	?	-11%	10%
CC(=O)c1ccc(NC(=O)c2ccc(-n3cnnn3)cc2)cc1	1%	-3%	-35	-6%	·	?
COc1ccc(OCCSc2nnc(CCNC(=O)c3ccc(Cl)c(Cl)c3)n2C)cc1	62%[activator]	1%	5	-11%	3%	0%
CCC(C(=O)Nc1nc(C)c(C(=O)OC)s1)c1ccccc1 (configuration not stated)	-6%	·	4	-5%	-3%	13%
COc1ccc(N2CC(C(=O)Nc3ccncc3)CC2=O)cc1 (configuration not stated)	-6%	-2%	-2	-6%	0%	10%
COc1cccc(NC(=O)c2ocnc2C)c1	-11%	2%	62	3%	0%	-6%
O=C(NCCCN1CCCC1=O)[C@H](CSCc1ccccc1)N1Cc2ccccc2C1=O	110%[activator]	10%	-10	-3%	6%	11%
COc1ccccc1-c1cc2nc(C)c(CCC(=O)NCCc3ccc(SC)cc3)c(C)n2n1	·	-6%	-31	-9%	·	·
Cc1ccc2c(c1)N(C(=O)CCC(=O)NCCCN1CCN(C)CC1)CC(C)O2 (configuration not stated)	48%	-9%	-4	-12%	11%	16%

Ten entries from above, ordered by formula weight, smallest number first:
structure	AmpC no deterg	Sm TGR block	HCMV inh	AmpC inh detg	FBPA Giardia inh	HCV inhibitor
CCOC(=O)Nc1nc2ccccc2s1	-16%	8%	108	0%	-2%	15%
COc1cccc(NC(=O)c2ocnc2C)c1	-11%	2%	62	3%	0%	-6%
COc1ccccc1N1C(=O)C2CC(C)=C(C)CC2C1=O (configuration not stated)	-19%	10%	29	-4%	2%	17%
CC(=O)c1ccc(NC(=O)c2ccc(-n3cnnn3)cc2)cc1	1%	-3%	-35	-6%	·	?
O=S(=O)(c1cccc2cccnc12)n1cnc2ccccc21	-7%	-3%	17	?	-11%	10%
CCC(C(=O)Nc1nc(C)c(C(=O)OC)s1)c1ccccc1 (configuration not stated)	-6%	·	4	-5%	-3%	13%
CCCCCCCNC(=O)COc1ccc2c(c1)C(=O)CC(C)(C)O2	30%	-3%	-6	0%	1%	-2%
Cc1ccc2c(c1)N(C(=O)CCC(=O)NCCCN1CCN(C)CC1)CC(C)O2 (configuration not stated)	48%	-9%	-4	-12%	11%	16%
Cc1cccc(OCC(=O)NNC(=O)C2CCN(c3ncnc4sc(C)c(C)c34)CC2)c1	53%	1%	-39	0%	·	-13%
O=C(CCSc1nnc2scc(-c3ccccc3)n12)Nc1nc(-c2ccccc2)ns1	-16%	-6%	-23	-4%	7%	-4%

Continuation.
structure	AmpC no deterg	Sm TGR block	HCMV inh	AmpC inh detg	FBPA Giardia inh	HCV inhibitor
N#C/C(C(=O)NCc1ccccc1)=C1/N=C(NC(=O)c2ccco2)c2ccccc21	-26%	-21%	43	3%	-9%	6%
Cc1ccc(CSCC(=O)N2CCN(c3ccccc3F)CC2)cc1	·	-12%	-18	-6%	·	·
CCOC(=O)C1CCCN(S(=O)(=O)c2ccc3ccccc3c2)C1 (configuration not stated)	5%	2%	·	-2%	·	1%
O=C(OCc1nnc(-c2ccccc2)o1)c1ccco1	16%	4%	26	-6%	-1%	-8%
O=C(NCCc1ccccn1)c1cc(-c2ccccc2Cl)nc2ccccc12	25%	-1%	-21	9%	-2%	-16%
O=C1Nc2ccccc2/C1=N\N1CCOCC1	-4%	1%	-14	-7%	0%	6%
CN(c1ccccc1)S(=O)(=O)c1cccc(C(=O)OCC(=O)Nc2ccc3[nH]c(=O)[nH]c3c2)c1	-49%	-16%	-23	-18%	·	1%
O=S(=O)(c1ccc(C2CCCCC2)cc1)N1CCN(c2cc(Cl)ccc2Cl)CC1	·	0%	8	-2%	·	·
COc1ccc(C(=O)Nc2cc(OC)ccc2OC)cc1	-20%	-2%	15	0%	1%	11µM*
O=C1CC(c2ccccc2)C(C(=O)Nc2ccccc2F)N1 (configuration not stated)	-15%	-5%	-13	-8%	1%	-5%[8.37 µM]
COc1ccc(CNC(=O)CCN2C(=O)c3ccccc3C2=O)cc1	-19%	11%	-12	-9%	3%	0%
C[C@@H]1NS(=O)(=O)[C@H]2C[C@@H]3C=C[C@]2(O3)[C@H]1OC(=O)Nc1ccc(C(F)(F)F)cc1[N+](=O)[O-]	-3%	-12%	1	0%	·	2%
COc1ccc(-n2nnnc2SCC(=O)NC2CCS(=O)(=O)C2)cc1 (configuration not stated)	-18%	·	-17	·	·	-12%
O=C(NC1CCS(=O)(=O)C1)Oc1ccccc1 (configuration not stated)	-1%	3%	46	-2%	2%	5%
CN(C)c1ccc(C2NCCS2)cc1 (configuration not stated)	-16%	0%	23	-6%	4%	21%
CCOC(=O)Cc1csc(NC(=O)CN2CCOCC2)n1	1%	?	-2	11%	14µM*	-4%
CCN(CC(=O)Nc1ccc2c(c1)OCCO2)C(=O)COc1cc(C)ccc1Cl	-14%	7%	-1	-15%	·	?
Cc1cccc(N2CCN(C(=O)c3cccn3-c3nnc(N4CCCCC4)s3)CC2)c1C	·	-1%	0	2%	·	·
COc1cc(Cl)c(C)cc1NC(=O)CSc1nnc(CCC(=O)O)c(=O)[nH]1	-24%	-3%	-19	-17%	20%	6%
Cc1ccc(C(=O)C=CNNC(=O)c2ccccc2)cc1	-38%	40µM*	16	?	-21%	?
COc1ccc(C2C(C(=O)NCc3ccco3)c3ccccc3C(=O)N2C)cc1 (configuration not stated)	-23%	0%	-1	-4%	5%	-17%
COc1ccccc1NC(=O)COC(=O)c1cn(C)c2ccccc12	-2%	0%	-34	-6%	·	?
Cc1ccc(Cl)cc1N1CCN(Cc2nc3c(c(=O)[nH]c(=O)n3C)n2Cc2ccccc2F)CC1	-25%	2%	-77*	?	0%	?
O=C(Nc1ccc2c(c1)OCCO2)C1CCCN(S(=O)(=O)Cc2ccccc2)C1 (configuration not stated)	-18%	-4%	74	-5%	-13%	?
CC(=O)N/C(=C\c1ccc(Cl)cc1)C(=O)O	-22%	-3%	2	3%	4%	13%
CCCC(=O)N1CC(=O)Nc2ccc(C)cc2C1c1ccc(F)cc1 (configuration not stated)	-12%	0%	-25	-17%	2%	4%
Cc1cc(C(=O)Nc2ccc(N3CCOCC3)c(Cl)c2)c(C)o1	2%	-24%	67	-1%	-27%	-8%
C/C(=N/NC(=O)CNS(=O)(=O)c1ccc(C)cc1)c1cccc([N+](=O)[O-])c1	-14%	-3%	4	-2%	2%	-3%
COc1ccc(C2=CC(=O)C[C@H](c3ccc4c(c3)OCO4)C2)cc1	0%	-3%	·	7%	·	?
CCc1cc(=O)oc2cc(C)cc(OC(C)C(=O)NCCCN3CCOCC3)c12 (configuration not stated)	15%	7%	-12	3%	·	2%

Bioassay records: PubChem BioAssay, National Center for Advancing Translational Sciences (NCATS)
